# High-throughput results deposited in PubChem by The Scripps Research Institute Molecular Screening Center.
# FBW7 activator = human FBW7 E3 ligase activation, primary screen; Q969H0; AlphaScreen FBW7–phospho-cyclin E peptide binding, activator screen; normalized activity (activation), % at 26.1 µM; actives 0.13% (n = 650,000); in the data active = normalized activity above about 1.9%;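 note: purified mutant Fbw7 with reduced substrate affinity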
# Target sequence (Q969H0 whole entry, looked up): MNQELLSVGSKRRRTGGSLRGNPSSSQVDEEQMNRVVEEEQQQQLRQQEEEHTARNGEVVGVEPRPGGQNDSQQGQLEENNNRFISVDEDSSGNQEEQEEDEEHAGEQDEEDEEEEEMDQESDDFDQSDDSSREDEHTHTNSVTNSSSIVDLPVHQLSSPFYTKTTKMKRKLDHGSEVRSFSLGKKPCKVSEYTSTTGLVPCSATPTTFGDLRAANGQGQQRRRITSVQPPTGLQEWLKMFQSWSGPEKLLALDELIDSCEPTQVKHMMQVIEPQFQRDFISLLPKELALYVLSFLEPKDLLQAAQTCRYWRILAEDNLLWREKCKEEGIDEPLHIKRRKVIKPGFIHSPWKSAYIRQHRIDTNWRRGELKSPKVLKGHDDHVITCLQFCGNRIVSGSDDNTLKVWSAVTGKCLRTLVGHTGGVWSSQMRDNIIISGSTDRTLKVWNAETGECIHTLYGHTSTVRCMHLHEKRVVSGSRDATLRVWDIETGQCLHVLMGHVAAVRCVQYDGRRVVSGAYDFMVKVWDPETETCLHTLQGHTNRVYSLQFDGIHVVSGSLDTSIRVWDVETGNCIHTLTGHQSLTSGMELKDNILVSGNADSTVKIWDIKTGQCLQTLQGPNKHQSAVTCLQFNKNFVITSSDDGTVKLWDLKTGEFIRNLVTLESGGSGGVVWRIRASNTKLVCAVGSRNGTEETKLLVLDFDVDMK
# TEAD-YAP inh = TEAD-YAP interaction inhibition; inhibition, % at 9.12 µM; AID 1259422; actives 1.4% (n = 640,000); HEK-TIYL cells, TEAD-Gal4/YAP UAS-luciferase luminescence; in the data active = inhibition above about 32%;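 note: 0% = median of test compound wells and 100% = reference inhibitor wells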
# GPR151 activ = human GPR151 activation; PathHunter beta-arrestin GPR151 cells, luminescence; activation, % at 11.2 µM; actives 1% (n = 650,000); AID 1508602; in the data active = activation above about 4.9%;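 note: 0% = median of compound wells and 100% = cells with positive control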
# MITF inh = blocks human microphthalmia-associated transcription factor. AlphaScreen MITF homodimerization, bead proximity signal. actives 0.91% (n = 650,000). inhibition, % at 2.6 µM. AID 1259374. O75030; in the data active = inhibition above about 50%;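 note: 0% = vehicle wells with protein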
# An asterisk follows results filed as active; . = no result given.
structure,FBW7 activator,TEAD-YAP inh,GPR151 activ,MITF inh
COc1cccc(CC(=O)Nc2nc(C(C)(C)C)cs2)c1,0.7,-10,-0.5,7
CC(C)CNc1nc2ccccc2s1,-0.1,-61,-2.4,-7
COC(=O)c1sc(-c2ccccc2)cc1NC(=O)c1ccc(S(=O)(=O)N2CCc3ccccc32)cc1,-0.2,-2,0.0,-5
N#C/C(=C\c1cccc2ccccc12)C(=O)Nc1ccccc1,0.3,-11,-0.2,-30
C=CCn1c(-c2ccc(F)cc2)n[nH]c1=S,-0.1,-9,-0.6,-4
Cc1nc(Cl)c2c3c(sc2n1)CCC3,-0.1,0,1.1,-1
N#C/C(=C\c1cn(Cc2ccc(Cl)cc2Cl)c2ccccc12)c1nc2ccccc2n1Cc1ccc(Cl)cc1,-0.1,-6,1.4,-3
Cc1ccc(/C=C/C(=O)Nc2ccc(F)c([N+](=O)[O-])c2)o1,-0.1,12,-0.1,-4
Cc1ccccc1Cn1c(=O)n(Cc2ccc(F)cc2)c(=O)c2nccnc21,-0.3,-1,-0.5,-2
COc1ccc(/C=N/Nc2nc(C)cc(=O)[nH]2)cc1OCc1ccccc1,-0.4,9,0.0,9
COc1ccc(S(=O)(=O)N2CCC(C(N)=O)CC2)c(Cl)c1Cl,-0.2,-12,0.1,-13
O=C(COC(=O)C(Cc1c[nH]c2ccccc12)NC(=O)c1ccc(Cl)cc1)c1ccc(Br)cc1 (stereo not given),-0.2,8,3.2,-9
Cc1cc(NC(=O)c2cccc(-n3cc(NC(=O)Cc4ccccc4)cn3)c2)ccc1N1CCOCC1,0.1,1,-1.0,-12
CCOc1ccccc1NC(=O)C(c1ccccc1)N1CCC(=O)CC1 (stereo not given),0.0,2,0.0,6
CCCCOC(=O)n1c(=O)oc2ccc(Cl)cc21,0.1,-37,2.7,-10
O=C(c1nn(-c2ccc(Cl)cc2)c(=O)c2ccccc12)N1CCCC1,0.0,-3,-0.8,-6
CCCS(=O)(=O)N1CC(=O)N(c2ccc(C)cc2C)C(C)(C(=O)NC2CCCCC2)C1 (stereo not given),0.7,-2,-1.2,10
Cc1cccc(-c2nc3ccccc3c(=O)n2NC(=O)c2ccc(Br)cc2)c1,0.0,1,0.9,2
Cc1ccc2c(c1)cc(C)c1nnc(SCC(N)=O)n12,-0.1,-1,0.9,-2
Cn1cc(CNC(=S)Nc2cccc(Cl)c2Cl)cn1,0.2,4,-1.9,11
CCOc1cc([N+](=O)[O-])cc(-c2nc3ccccc3s2)c1O,-0.1,6,-1.3,1
CCCCCCc1cc2cc(-c3csc(N)n3)c(=O)oc2cc1O,0.7,-9,-0.1,-11
S=C(NCC1CCCO1)n1cncn1 (stereo not given),-0.1,3,0.6,7
CCc1ccc(CN2CCOc3ccc(CN4CCC(Oc5cccnc5)CC4)cc3C2)o1,-0.1,20,0.0,3
Cc1cccc(N(CC(=O)NCc2cccnc2)S(C)(=O)=O)c1C,-0.2,-7,1.4,3
CCOC(=O)C1=C(C)N=c2s/c(=C\c3ccc(-c4ccc([N+](=O)[O-])cc4C)o3)c(=O)n2C1c1ccc(OC)cc1OC (stereo not given),0.0,-2,0.8,-6
COc1ccc2c(c1)-c1c(ssc1=S)C(C)(C)N2C(=O)C1CC1,0.0,-7,0.7,28
Cc1ccc2oc(-c3ccc(C)c(NC(=O)c4cc5ccccc5o4)c3)nc2c1,0.0,-7,-1.6,8
COc1cc(-c2ncnn2-c2ccc(Cl)cc2)cc(OC)c1OC,-0.1,4,0.0,3
O=c1c2sccc2nc(SCc2ccc(Cl)cc2)n1Cc1ccco1,-0.1,-4,0.5,4

# At a glance, part of the list above.
structure,FBW7 activator,TEAD-YAP inh,GPR151 activ,MITF inh
COc1cccc(CC(=O)Nc2nc(C(C)(C)C)cs2)c1,0.7,-10,-0.5,7
CC(C)CNc1nc2ccccc2s1,-0.1,-61,-2.4,-7
COC(=O)c1sc(-c2ccccc2)cc1NC(=O)c1ccc(S(=O)(=O)N2CCc3ccccc32)cc1,-0.2,-2,0.0,-5
N#C/C(=C\c1cccc2ccccc12)C(=O)Nc1ccccc1,0.3,-11,-0.2,-30
C=CCn1c(-c2ccc(F)cc2)n[nH]c1=S,-0.1,-9,-0.6,-4
Cc1nc(Cl)c2c3c(sc2n1)CCC3,-0.1,0,1.1,-1

# (further entries)
structure,FBW7 activator,TEAD-YAP inh,GPR151 activ,MITF inh
O=C(NC(=S)NCCCNc1ccc([N+](=O)[O-])cc1)c1ccco1,0.6,5,-0.5,20
CSc1ncccc1C(=O)NC1CCCc2ccccc21 (stereo not given),0.7,1,0.3,11
CCCOC(=O)c1ccc2c(c1)C(=O)N(c1cc(Cl)ccc1Cl)C2=O,0.0,-10,0.1,5
CCc1ccc(-n2nc3ccc(N)cc3n2)cc1,0.3,30,-1.8,5
O=C(CSc1ncnc2nc[nH]c12)c1ccc(Cl)cc1,0.0,-21,0.5,20
COc1cc(OC)c(C2=NOC(C(=O)Nc3cc(C)on3)C2)cc1Cl (stereo not given),-0.1,3,0.8,-4
CCC(CC)C(=O)N1CCCC(c2nc(-c3cccs3)no2)C1 (stereo not given),-0.1,-17,0.0,4
COc1ccc(CCNC(=O)c2cnc(-c3ccc(C(N)=O)cc3)s2)cc1,0.1,2,1.4,-7
COc1ccccc1/C=C(\C#N)C(=O)Nc1cccc(C(F)(F)F)c1,0.0,1,1.5,10
COc1cc(/C=C/C(=O)OCC(=O)N2CCC(Cc3ccccc3)CC2)ccc1O,0.0,-12,0.3,-12
Cc1ccc(CNC(=O)c2c(C)nc3c(C)cccn23)o1,0.7,1,0.0,17
CCOc1ccc(S(=O)(=O)N/N=C/c2cccs2)cc1,-0.1,6,-0.3,15
CN1CCN(NC(=O)CN2C(=O)S/C(=C\c3c(Cl)cccc3Cl)C2=O)CC1,-0.6,-8,-0.8,2
O=C(O)CS(=O)(=O)CC(=O)Nc1ccc(Cl)cc1,0.5,-3,-0.4,-8
COc1ccc2c(c1)CC(C(=O)Nc1ccc(-c3cn[nH]c3C)cc1SCCN1CCCC1)CO2 (stereo not given),0.4,5,-0.4,22
CC(=O)c1cn(C(C)C(=O)NCc2ccco2)c2ccccc12 (stereo not given),0.1,17,0.2,-2
Cc1ccc2c(c1)CC(C(=O)Nc1ccc(-c3ccncc3)cc1OCCN(C)C)CO2 (stereo not given),-0.3,7,2.2,-4
c1ccc2c(-c3nc(NCCN4CCOCC4)c4ncn(C5CCCCC5)c4n3)csc2c1,0.2,3,-1.8,14
COc1ccc(CN2CCC3(CCC(CNC(=O)C4CCCO4)O3)CC2)c(OC)c1 (stereo not given),0.2,1,1.3,-5
CCC(Oc1ccccc1)C(=O)O/N=C(\N)c1ccc([N+](=O)[O-])cc1 (stereo not given),-0.4,4,-1.8,22
O=[N+]([O-])c1ccc2c(c1)nc1ccccn12,0.0,-12,2.7,-10
CCOC(=O)c1cnc2c(C)cc(C)cc2c1Nc1ccc(OCc2ccccc2)cc1,-0.3,3,0.3,1
Cc1cccc(-n2nnc(C(=O)NCc3ccco3)c2N)c1,0.0,-7,0.1,2
COc1ccc(/C=C2/N=C(c3ccc4c(c3)OCO4)OC2=O)cc1OC,0.0,0,0.4,-2
Cn1c(SCC(=O)Nc2ccc(Oc3ccccc3)cc2)nnc1-c1ccccn1,0.0,5,0.3,8
C=CCOc1ccccc1CN1CCc2c(nc(N3CC(C)OC(C)C3)[nH]c2=O)C1 (stereo not given),-0.1,-7,0.0,-12
COC(=O)c1ccc(Nc2cc(C)nc3cc(Cl)ccc23)cc1,0.1,49*,-0.3,-2
COc1ccc(Br)cc1C1C(C(=O)OCCOC(C)C)=C(C)NC2=C1C(=O)CCC2 (stereo not given),0.0,-4,-2.5,1
COc1nc(N)nc(-c2ccc(C(=O)NC3CC3)cc2)n1,0.0,3,-1.9,-1
CCC(=O)Nc1nc2c(s1)CSc1ccccc1-2,0.0,6,-2.8,-4
CCOC(=O)c1c(NC(=O)c2ccc(OC)c(OC)c2)sc2c1CCCC2,0.0,0,0.8,4
O=C(Cn1nc(C(=O)O)c2ccccc2c1=O)NCCCc1ccccc1,0.0,7,0.4,10
Cc1cc(C)cc(N2C(=O)CSC2c2cccc(Cl)c2Cl)c1 (stereo not given),-0.1,-13,0.6,0
CC(C)CCNC(=O)c1c[nH]c2ccc(S(=O)(=O)N3CCC(C(N)=O)CC3)cc2c1=O,-0.2,-8,0.8,0
O=C(Cc1nnc(NC(=O)Nc2ccc(F)cc2)s1)Nc1ccccc1,0.0,2,0.5,6
O=C(O)c1cccc(S(=O)(=O)Nc2ccccc2Oc2ccccc2)c1,-0.1,-2,0.0,-2
CCCC1c2ccc(C)n2CCN1C(=O)Nc1ccccc1C(=O)OC (stereo not given),-0.3,-6,-0.2,7
COc1cc(C2NC(=O)NC(C)=C2C(=O)OCC2CCCO2)cc(Cl)c1O (stereo not given),0.0,-2,1.3,12
c1ccc(CNc2nc(-c3cccs3)nc3c2ncn3-c2ccccc2)cc1,-0.1,18,-1.2,-1
O=C1[C@@H]2Cc3c([nH]c4ccccc34)[C@@H](c3ccccc3)N2C(=O)[C@@H]2Cc3c([nH]c4ccccc34)[C@@H](c3ccccc3)N12,0.1,.,1.5,-6
CC1CCc2c(sc(NC(=O)c3cc(-c4ccc(C(C)C)cc4)nc4ccccc34)c2C#N)C1 (stereo not given),0.2,1,-0.2,-6
CCN(CCCNC(=O)CCCn1c(=S)[nH]c2cc3c(cc2c1=O)OCO3)c1ccccc1,0.0,6,-0.8,3
Cn1cc(CN2CCC3(CC2)CC3C(=O)N2CC=C(c3ccccc3)CC2)cn1 (stereo not given),0.1,7,1.0,-2
Cc1ccc(C2=NN(CC(N)=O)C(=O)c3cc4ccccc4n3C2)cc1,1.7,-5,-0.7,9
CC(C)CC(=O)Nc1ccc(C2=NNC(=NC3CC3)SC2)cc1,-0.2,-10,0.1,-4
CCOC(=O)c1c(-c2ccc(C)cc2)csc1NC(=O)CSc1ncnc2sc3c(c12)CCCC3,0.3,-13,-0.9,-6
Cc1ccc(N2C(=O)N(C)c3ccccc3S2(=O)=O)cc1,-0.2,-3,1.2,1
CCCOC(=O)c1ccc(N2C(=O)c3ccc(C(=O)OCCC)cc3C2=O)cc1,0.1,4,0.5,1
CCOc1ccccc1NC(=O)CSc1nc2[nH]ncc2c(=O)[nH]1,-0.3,-2,-0.3,-6
Cc1ccc(Sc2cc(NCCO)c([N+](=O)[O-])c3nonc23)cc1,-0.2,5,-1.8,-14
COc1nonc1OCCN1CCN(c2ccc([N+](=O)[O-])c3cccnc23)CC1,-0.4,-6,1.9,6
O=S(=O)(Cc1ccc(Cl)cc1)NCc1cccs1,0.3,1,-1.1,-16
O=C(OCc1cccc([N+](=O)[O-])c1)c1ccccc1I,-0.1,4,-0.2,-6
COc1ccccc1OCC(O)CN1CC(C)OC(C)C1 (stereo not given),-0.1,9,-1.3,-1
CCc1nnc(NC(=O)C2(NC(=O)Nc3ccccc3C(F)(F)F)CCCCC2)s1,0.0,18,-0.8,-1
CCCOC(=O)COc1ccc2c(=O)c(Oc3ccccc3Cl)coc2c1,0.0,3,-1.1,20
COc1cccc(CC2(CO)CCCN(Cc3sc(N4CCCC4)nc3Cl)C2)c1 (stereo not given),-0.2,12,1.4,6
CCOC(=O)CNC(=O)CSc1nnc(C(C)C)n1C,0.1,11,-0.8,2
Cc1nn(C)c(C)c1CNC(=O)c1cnn2c(C(F)(F)F)cc(-c3ccccc3)nc12,-0.1,-1,-0.1,1
COc1ccc(S(=O)(=O)Nc2cccc(C)c2C)c2cccnc12,0.5,1,-0.5,4

# (cont.)
structure,FBW7 activator,TEAD-YAP inh,GPR151 activ,MITF inh
COc1ccc2c(c1)NC1(CCNCC1)c1cccn1-2,-0.1,-13,-0.5,2
CCOC(=O)c1sc(NC(=O)c2ccc(Cc3ccccc3)cc2)c(C(=O)OCC)c1C,-0.4,-3,0.7,-15
CC(=O)Nc1ccc(NS(=O)(=O)c2cc(S(=O)(=O)Nc3ccc(NC(C)=O)cc3)c3cccc4c3c2NC4=O)cc1,-0.1,2,-0.3,3
Cc1cc(C(=O)NCC2CCC3(CCN(Cc4ccc(F)cc4)CC3)O2)n(C)n1 (stereo not given),-0.1,4,-1.0,11
CC(C)N(C(=O)COC(=O)c1ccc(N)c([N+](=O)[O-])c1)c1ccccc1,-0.1,3,-0.8,-13
COc1ccc(Cl)cc1C(=O)NNC(=O)COC(=O)CN1C(=O)NC(C)(C)C1=O,0.0,-4,-1.3,-7
COc1ccc(CC(=O)Nc2ccc(-c3cn[nH]c3)cc2OC2CCN(C)CC2)cc1,-0.2,-27,0.3,7
O=C(Nc1ccc(Cl)cc1)N(CCCN1CCOCC1)Cc1cccs1,0.0,5,-0.3,1
OCCN1CCN(C(c2ccccc2)c2sc3ncnn3c2O)CC1 (stereo not given),-0.1,-9,0.0,-3
Cc1cc(OC(=O)c2cccc(Br)c2)c([N+](=O)[O-])c(=O)[nH]1,0.3,6,-0.4,8
Cc1c(NC(=O)Cc2ccc(Br)cc2)cccc1[N+](=O)[O-],0.5,3,0.8,14
